Screens: PubChem, National Center for Advancing Translational Sciences (NCATS)
GCN5L2 inh: blocks human GCN5L2 histone acetyltransferase; GCN5L2 HAT assay, ThioGlo1 CoA-SH fluorescence; Potency, µM (top dose mostly 58.9 µM), for inactives: top-dose activity change, negative = inhibition, hits mostly inhibitors; actives 0.21% (n = 390,000)
Target sequence (Q92830 whole entry, looked up): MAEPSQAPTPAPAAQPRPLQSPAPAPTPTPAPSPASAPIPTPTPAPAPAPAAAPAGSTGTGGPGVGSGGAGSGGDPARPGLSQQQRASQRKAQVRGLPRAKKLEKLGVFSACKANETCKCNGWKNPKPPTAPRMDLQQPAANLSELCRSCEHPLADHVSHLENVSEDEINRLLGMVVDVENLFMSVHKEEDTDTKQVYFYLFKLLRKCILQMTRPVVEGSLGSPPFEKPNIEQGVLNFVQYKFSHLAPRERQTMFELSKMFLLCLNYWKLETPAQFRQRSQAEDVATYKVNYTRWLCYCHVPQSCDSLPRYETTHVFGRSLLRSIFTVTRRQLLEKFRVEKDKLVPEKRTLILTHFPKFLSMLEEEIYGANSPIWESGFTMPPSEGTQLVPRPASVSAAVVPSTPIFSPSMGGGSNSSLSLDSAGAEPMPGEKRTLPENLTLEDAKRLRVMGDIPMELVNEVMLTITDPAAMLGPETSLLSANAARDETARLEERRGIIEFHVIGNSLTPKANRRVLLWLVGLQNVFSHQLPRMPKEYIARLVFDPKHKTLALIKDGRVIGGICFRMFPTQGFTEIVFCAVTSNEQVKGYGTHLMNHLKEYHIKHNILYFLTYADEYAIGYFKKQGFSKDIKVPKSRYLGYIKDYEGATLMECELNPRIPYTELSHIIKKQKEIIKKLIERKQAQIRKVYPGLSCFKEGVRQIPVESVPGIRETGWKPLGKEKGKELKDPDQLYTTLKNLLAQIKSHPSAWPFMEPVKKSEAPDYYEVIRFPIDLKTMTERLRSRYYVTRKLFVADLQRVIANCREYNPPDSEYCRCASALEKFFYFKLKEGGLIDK
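ThioGlo1-coupled HAT assay: 20nM GCN5L2, 70uM acetyl-CoA, 75uM H3(1-25) peptide, pH 7.5. Fluorescence read at 340/540nm at start and after 20 min at room temperature.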
FEN1 inh: inhibitors of human flap endonuclease 1 | P39748 | Recombinant FEN1 flap cleavage, fluorescence, 15 min | Potency, µM (titrated, usually from 114 µM), for inactives: at the highest dose activity change, negative = inhibition, usual class: inhibitors | actives 0.35% (n = 390,000) | AID 588795; note: nearly all actives have a fitted effect of over 65% in size
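Recombinant FEN1 (10 nM) was preincubated with pin-transferred compounds for 15 min at room temperature, then flap DNA substrate (50 nM final) was added. Plates were read at 0 and 15 min, and normalized concentration–response data were fitted to a four-parameter Hill equation.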
N370S GC mod: inhibits or activates N370S mutant glucocerebrosidase; N370S GC spleen homogenate, 4MU-glucoside fluorescence; actives 0.092% (n = 330,000); Potency, µM (series often up to 59.4 µM), for the others: at the highest dose activity change, negative = inhibition, usual class: inhibitors; P04062;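 note: 0% = full enzyme activity and -100% = no enzyme basal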
Starred values were filed as active, the others as inactive; ? = inconclusive; nt = not tested or not shown; [ ] = dose if it differs, or a comment. Calls come from the whole dose curve; as a rule, active = well fitted curve in the direction sought with a large enough effect; inconclusive = small, poorly fitted or top-dose-only effect, or another doubt; inactive = no such curve, though single readings can be large; an effect the other way counts as inactive or inconclusive. Unless noted, % is set by controls: 0 for no effect and ±100 for the full control effect; potency is the fitted concentration of half-maximal effect.

SMILES | GCN5L2 inh | FEN1 inh | N370S GC mod
COc1ccc2oc(-c3ccccc3)c(C(N)=O)c2c1 | -6% | 7% | 10%
CC(=C\c1ccco1)/C=C1/SC(=S)N(CC(=O)O)C1=O | -10% | -3% | 6%
Cn1nc(C(F)(F)F)c(-c2cccc(C(F)(F)F)c2)c1NC(=O)CSCC(=O)O | -1% | -17% | 7%
CC(=O)NCCNC(=O)c1ccc(CSc2ccc(Cl)cc2)cc1 | -10% | -2% | -12%
Cc1cc(C(=O)CN2C(=O)NC(C)(c3cc(F)ccc3F)C2=O)c(C)n1C1CC1 (stereo not drawn) | -4% | -8% | nt
O=C(Cn1cc2c(n1)CCCCC2)Nc1ccc(F)cc1F | -4% | nt | -3%
CS(=O)(=O)NC1c2cccc3cccc(c23)C1Sc1nncn1/N=C/c1ccco1 (stereo not drawn) | 0% | -2% | -1%
Cc1ccc(NC(=O)CS(=O)CC(=O)NC2CCN(Cc3ccccc3)CC2)c(C)c1 (stereo not drawn) | -6% | 1% | -23%[2.35 µM]
Cc1nn(Cc2c(Cl)cccc2Cl)c(C)c1NC(=O)c1cnn2c(C(F)F)cc(-c3ccccc3)nc12 | 7% | -1% | 18%
O=C1c2ccccc2C(=O)N1CCc1csc(-c2ccccc2)n1 | 2% | -5% | 5%
Cc1cc(C)c2c(c1)NC(C(=O)O)C1CC=CC21 (stereo not drawn) | 28µM* | 45µM* | -25%
CCOC(=O)c1ccc(NC(=O)c2cccc(S(=O)(=O)N3CCN(C(C)=O)CC3)c2)cc1 | -6% | 2% | -23%
O=C(COC(=O)c1ccc2ncsc2c1)Nc1cccc(Cl)c1 | -6% | -9% | nt
COc1ccc(CCNC(=O)C(=O)NCC2OCCN2S(=O)(=O)c2ccc(C)cc2)cc1 (stereo not drawn) | -14% | 1% | 0%
Cc1cccc(N2C(S)=C(C#N)C(=O)NC23CCCCC3)c1 | -6% | 16% | -1%
Cc1ccsc1/C=N/NC(=O)c1nnn(-c2nonc2N)c1CN(C)c1ccccc1 | -20% | 9% | 8%
Cc1cc(C)cc(NC(=O)CN2CCC(C(=O)c3ccccc3)CC2)c1 | -7% | -23% | -3%
CNC(=S)NNC(=O)CCn1nc(C)c(Br)c1C | nt | -3% | 1%
CC(C)(C)c1ccc(/C=N/NC(=O)CN2CCS(=O)(=O)CC2)cc1 | ? | -7% | -8%
Cc1ccc(S(=O)(=O)CCC(=O)NCc2ccco2)cc1 | -5% | 3% | 4%

Reprinted from the part before: 6 compounds, then new ones.
SMILES | GCN5L2 inh | FEN1 inh | N370S GC mod
Cc1cccc(N2C(S)=C(C#N)C(=O)NC23CCCCC3)c1 | -6% | 16% | -1%
Cc1ccsc1/C=N/NC(=O)c1nnn(-c2nonc2N)c1CN(C)c1ccccc1 | -20% | 9% | 8%
Cc1cc(C)cc(NC(=O)CN2CCC(C(=O)c3ccccc3)CC2)c1 | -7% | -23% | -3%
CNC(=S)NNC(=O)CCn1nc(C)c(Br)c1C | nt | -3% | 1%
CC(C)(C)c1ccc(/C=N/NC(=O)CN2CCS(=O)(=O)CC2)cc1 | ? | -7% | -8%
Cc1ccc(S(=O)(=O)CCC(=O)NCc2ccco2)cc1 | -5% | 3% | 4%
Cc1ccc(CC2CC(=O)N(c3cc(C)on3)C2=O)cc1 (stereo not drawn) | -6% | 18% | 6%
COC(=O)c1cc(NC(=O)C2CC2)cc(C(=O)OC)c1 | 11% | -10% | 2%
COc1ccc(NC(=O)CSc2nnc(-c3cc(C)[nH]n3)n2N)cc1OC | -1% | 18% | -22%
COc1ccc(C2/C(=C(/O)c3ccc4c(c3)CC(C)O4)C(=O)C(=O)N2CCN2CCOCC2)cc1OC (stereo not drawn) | -28% | -1% | -11%
CCCNC(=O)C(=O)N/N=C/c1cccs1 | 4% | -8% | -2%
O=C(c1ccc(CSc2ccccc2)cc1)N1CCN(c2ccccc2)CC1 | -7% | -3% | 7%
CCN(CC)S(=O)(=O)c1csc(C(=O)OCC(=O)c2ccccc2)c1 | -8% | -15% | 19%
COc1ccc(CNC(=O)C2CCN(c3cc(C(=O)Nc4cccc(OC)c4)ccn3)CC2)cc1 | -13% | 8% | -2%
Cc1nnsc1S(=O)c1ccc(F)cc1 (stereo not drawn) | 28% | -4% | -1%
COCCOC(=O)c1c(C)oc2ccc(OCc3ccccc3)cc12 | -12% | -11% | 19%
CC(C)C(C(=O)NCC1CCCO1)N(CC1CCCO1)C(=O)CNS(=O)(=O)c1ccccc1 (stereo not drawn) | -4% | -16% | -4%
Cc1ccc(Sc2cc(C(=O)NCCCN(C)C)c3ccccc3n2)cc1 | -14% | -2% | 3%
COc1ccc(N2C(=O)N3[C@H](c4cccc(C)c4)[C@@H]4C(=O)N(Cc5ccccc5)C(=O)[C@@H]4[C@]3(Cc3ccccc3)C2=O)cc1 | -3% | -7% | 2%
COCCCNC(=O)c1cc2c(=O)n3cc(C)ccc3nc2nc1NCC1CCCO1 (stereo not drawn) | -2% | nt | 9%
NC(=O)c1cc(NC(=O)COC(=O)CCCN2C(=O)c3cccc4cccc(c34)C2=O)cc(C(N)=O)c1 | 2% | -14% | nt
CNc1nc2c(c(=O)[nH]c(=O)n2C)n1CCCc1ccccc1 | 0% | 11% | -7%
CC1(C)Cc2c(sc3c2c2ncnn2c2nnc(SCC(=O)NCc4ccco4)n32)CO1 | -4% | -2% | -2%
Cc1ccc(C(=O)N(CC(=O)NC2CCCC2)c2cccc(F)c2)s1 | -10% | 0% | -1%
CCC1CCc2sc(C(=O)NCC(c3ccc(OC)cc3)N3CCCC3)cc2C1 (stereo not drawn) | -2% | -18% | -4%
CC(C)CC1Nc2ncnc(N3CCN(c4ccccc4)CC3)c2N(Cc2ccc(Br)cc2)C1=O (stereo not drawn) | -5% | -21% | 1%
O=C(/C=C/Nc1ccc(Br)cc1F)c1ccccc1 | -4% | 14% | -4%
CCN(CC)S(=O)(=O)c1ccc(N2CC(C(=O)NCCc3c[nH]c4ccccc34)CC2=O)cc1 (stereo not drawn) | -2% | 3% | -12%
CC(=O)n1cc(/C=N/NC(=O)c2cccc(O)c2)c2ccccc21 | -14% | -7% | -11%
CSCc1cc(N2CCOCC2)nc(SCc2ccc(Cl)cc2Cl)n1 | -14% | ? | 7%
Cc1ccc(CNC(=O)[C@]2(C)CCC[C@@]3(C)C4CC[C@@]5(C)C[C@]4(CCC32)CC5=O)cc1 (stereo partly drawn) | -11% | -7% | nt
O=c1c2c3c(sc2ncn1/N=C/c1ccc([N+](=O)[O-])o1)CCCC3 | -1% | -3% | 8%
CCCCOCCCNC(=O)C1c2ccccc2Oc2ccccc21 | ? | 6% | -4%
CN1CCc2c(sc3c2C(=O)NC(c2ccccc2)N3)C1 (stereo not drawn) | -9% | 3% | ?
Cn1c(-c2sc3cc(C(F)(F)F)cnc3c2-c2ccccc2)n[nH]c1=S | -22% | 1% | 5%
c1cc(-c2nnc3sc(C4CCCCC4)nn23)ccn1 | 1% | 7% | 5%
CCOc1cc(/C=N\NC(=O)OC(C)(C)C)ccc1OC(=O)c1ccco1 | -12% | 4% | -6%
O=c1oc2ccc(Cl)cc2cc1-c1nnc(Nc2cccc(C(F)(F)F)c2)s1 | -1% | -11% | 1%
CCc1ccc(N(CC(=O)NC2CCCCC2)C(=O)CCC(=O)Nc2ccccn2)cc1 | -4% | -11% | 0%
CC(C)c1ccc(CNc2c([N+](=O)[O-])c(=O)oc3ccccc23)cc1 | -13% | 14% | 27%
COc1ccc(NC(=O)COC(=O)CCNS(=O)(=O)c2ccc(Cl)cc2)cc1 | -5% | -23% | -5%
COCCCNC(=O)c1ccccc1N(Cc1ccccc1)S(=O)(=O)c1ccccc1 | -8% | 6% | 3%
Cc1ccc2[nH]c3c(c2c1)CCN1C(=O)OC(C)(C)C31C (stereo not drawn) | -1% | -1% | 1%
N#CC1=C(N)SC(N)=C(C#N)C1c1ccoc1 | ? | nt | 0%
COc1ccc(CC(=O)N2CCc3cc(OC)c(OC)cc3C2COc2ccc3c(C)cc(=O)oc3c2)cc1OC (stereo not drawn) | -4% | -6% | nt
CC(=O)N1CCN(S(=O)(=O)c2ccccc2)C1c1ccccc1 (stereo not drawn) | 6% | -3% | 1%

Arranged by number of heavy atoms (high to low): 4 of the compounds above
SMILES | GCN5L2 inh | FEN1 inh | N370S GC mod
COc1ccc(CC(=O)N2CCc3cc(OC)c(OC)cc3C2COc2ccc3c(C)cc(=O)oc3c2)cc1OC (stereo not drawn) | -4% | -6% | nt
CCN(CC)S(=O)(=O)c1ccc(N2CC(C(=O)NCCc3c[nH]c4ccccc34)CC2=O)cc1 (stereo not drawn) | -2% | 3% | -12%
CCOc1cc(/C=N\NC(=O)OC(C)(C)C)ccc1OC(=O)c1ccco1 | -12% | 4% | -6%
N#CC1=C(N)SC(N)=C(C#N)C1c1ccoc1 | ? | nt | 0%

New compounds follow.
SMILES | GCN5L2 inh | FEN1 inh | N370S GC mod
COc1ccc(NC(=O)c2ccc(C#CC(C)(C)O)cc2)cc1 | 27% | -7% | 12%
N#Cc1cccc(NC(=O)N2CCCC3(CCN(C(=O)c4ccncc4)CC3)C2)c1 | -15% | nt | -4%
O=C(c1cccc(S(=O)(=O)Nc2ccc(Br)cc2)c1)N1CCC1 | -6% | -5% | 1%
COc1ccc(CCNC(=O)CS(=O)(=O)c2cn(CC(=O)N3CCCC3)c3ccccc23)cc1OC | -3% | 15% | -3%
CCn1c(C)c(C(C)=O)c(N2CCN(C(c3ccccc3)c3ccccc3)CC2)nc1=S | -12% | -6% | 3%
Cc1cccc(N2C(=O)c3cccc4c(N(C)CCO)ccc(c34)C2=O)c1 | -19% | -18% | 12%
COc1ccc(C(=S)N2CCN(S(=O)(=O)c3ccccc3)CC2)cc1 | -3% | 22% | 0%
CCC(C)(C)C1CCc2[nH]nc(C(=O)NC(C)C)c2C1 (stereo not drawn) | 3% | -6% | -18%
CCOc1ccc(CNC(=O)C2CCCN(S(=O)(=O)N(CC)c3ccc(OCC)cc3)C2)cc1 (stereo not drawn) | -14% | -2% | nt
CCCCN(CC(O)COc1cccc(C)c1)CC(O)COc1cccc(C)c1 (stereo not drawn) | -10% | ? | -27%
CC(C)CNC(C)C(=O)Nc1ccc(S(N)(=O)=O)cc1 (stereo not drawn) | -2% | -3% | 23%
COc1ccc(-c2csc(NC(=O)c3ccccc3S(C)(=O)=O)n2)cc1 | 2% | -18% | -3%
C/C(=N\OCC(=O)NCC(F)(F)F)c1cc2ccccc2o1 | -10% | -2% | 0%
O=C(O)CC1SC(N/N=C/c2ccc(Br)cc2)NC1=O (stereo not drawn) | -19% | -5% | -3%
Cn1c(C(=O)O)c(CC(=O)NCC2COc3ccccc3O2)c2ccccc21 (stereo not drawn) | -6% | -2% | 6%
O=C(CSc1ccc2c(c1)OCCO2)NCCc1ccc(Cl)cc1Cl | -2% | -5% | 1%
Cc1sc2nc3c4ccccc4c(NCc4ccco4)nn3c(=O)c2c1C | ? | -21% | 11%
CCOC(=O)N1CCC(Nc2c(NCCCN3CCN(CC)CC3)c(=O)c2=O)CC1 | 3% | -2% | -2%
CSCCC(NC(C)=O)C(=O)OCC(=O)N(c1ccccc1)c1ccccc1 (stereo not drawn) | 2% | -8% | ?
COc1ccccc1-c1cc(N(C)Cc2ccco2)ncn1 | -17% | nt | -5%
CCOc1ccc(C2CC(=O)N(Nc3ccc([N+](=O)[O-])cc3[N+](=O)[O-])C2=O)cc1 (stereo not drawn) | 0% | -11% | -7%
CC(C)CCNC(=O)CCCc1ccccc1 | -5% | 13% | -6%
CC(C)(C)OC(=O)N1CCC(c2c(C(=O)NCc3ccccn3)cnn2-c2ccccc2)CC1 | 15% | 0% | nt
CC(=O)c1c(N2CCN(c3ccccn3)CC2)nc(=S)n(-c2ccccc2)c1C | 0% | -16% | 16%
CC(C)(C)OC(=O)C[C@@H]1C/C=C\C[C@@H](CC(=O)N[C@@H](CO)Cc2ccccc2)C(=O)N2CCC[C@H]2COC1=O | -2% | -6% | nt
CC(=O)Nc1ccc(NC(=O)CSc2ccc(C)cc2)cc1 | 3% | -8% | -18%
CCCCc1nc(NCCO)c(C#N)c2c1CCCC2 | 4% | -15% | 2%
Cc1ccc(SCC(=O)Nc2oc(C)c3c(C)n[nH]c(=O)c23)cc1C | -3% | 15% | nt
O=C(Nc1ccccc1Cl)c1cnccn1 | 0% | -1% | 3%
O=C(Oc1ccccc1)N1CCCC1 | -6% | 18% | 1%
CC(NCc1cc(Br)ccc1OCC(N)=O)C12CC3CC(CC(C3)C1)C2 (stereo not drawn) | -24% | -3% | -15%
CCS(=O)(=O)N1CCC(C(=O)Nc2ccc3c(c2)CCC3)CC1 | ? | -3% | 2%

The list is partial; rates above refer to the full screens.
